FLuc modulator – qHTS profiling assay for firefly luciferase inhibitor/activator using purifed enzyme and Km concentrations of substrates (counterscreen for miR-21 project) | purified FLuc, Km substrates, luminescence inhibition | Luciferin 4-monooxygenase (Photinus pyralis), P08659 | Potency, µM (doses to about 57.5 µM), without a hit: at the highest dose activity change, negative = inhibition, most hits filed as inhibitors | 6.9% of 360,000 active;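 note: potency is the fitted concentration of half-maximal effect; plate controls were vehicle for no effect and reference inhibitor for full effect; nearly all actives have a fitted effect of over 55% in size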
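Purified P. pyralis luciferase, 10 nM final, with Km-level 10 uM D-luciferin and 10 uM ATP in 50 mM Tris acetate pH 7.5, 10 mM Mg acetate, 0.01% Tween-20, 0.05% BSA; 6-point qHTS titration about 60 µM downward; luminescence read.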
TRPV1 ag – HTS Assay for Compounds that Act as Agonists of the Vanilloid Receptor 1. Transient receptor potential cation channel subfamily V member 1 (Homo sapiens), Q8NER1. TRPV1-expressing cells, Fluo-8 calcium influx, agonist mode. activation, % at 8.33 µM. 0.19% of 320,000 active; in the data active = activation above about 80%; inconclusive = between about 30% and that limit; note: 0% is about no effect
Target sequence (Q8NER1 whole entry, looked up): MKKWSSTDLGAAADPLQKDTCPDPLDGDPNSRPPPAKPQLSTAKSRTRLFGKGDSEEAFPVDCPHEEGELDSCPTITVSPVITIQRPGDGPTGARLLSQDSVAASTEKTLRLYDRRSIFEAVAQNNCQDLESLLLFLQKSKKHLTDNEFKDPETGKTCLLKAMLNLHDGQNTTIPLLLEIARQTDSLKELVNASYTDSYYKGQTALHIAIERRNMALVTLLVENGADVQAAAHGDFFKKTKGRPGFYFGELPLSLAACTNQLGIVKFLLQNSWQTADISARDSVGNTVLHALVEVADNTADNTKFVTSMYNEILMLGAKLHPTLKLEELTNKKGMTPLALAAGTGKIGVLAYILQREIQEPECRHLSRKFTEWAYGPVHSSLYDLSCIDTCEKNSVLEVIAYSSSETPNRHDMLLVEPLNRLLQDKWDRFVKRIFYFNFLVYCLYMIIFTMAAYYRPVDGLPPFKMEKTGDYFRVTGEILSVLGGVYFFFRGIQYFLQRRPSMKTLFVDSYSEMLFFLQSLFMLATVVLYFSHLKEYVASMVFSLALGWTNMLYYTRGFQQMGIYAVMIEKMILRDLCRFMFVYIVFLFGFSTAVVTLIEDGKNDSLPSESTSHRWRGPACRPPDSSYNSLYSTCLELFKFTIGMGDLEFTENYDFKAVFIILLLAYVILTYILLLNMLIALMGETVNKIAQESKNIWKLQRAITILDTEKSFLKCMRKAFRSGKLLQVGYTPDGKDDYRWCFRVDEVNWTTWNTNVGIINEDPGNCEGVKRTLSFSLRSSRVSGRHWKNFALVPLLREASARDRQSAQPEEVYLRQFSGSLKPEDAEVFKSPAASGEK
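Cells expressing TRPV1 were dye-loaded with Fluo-8 and read kinetically: 10 s baseline, 3 min after compound (agonist portion), then 2 min after EC20 capsaicin (allosteric enhancer portion). Calcium-bound dye fluorescence at 480/520 nm.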
Gal4-VP16 FLuc – VP16 counterscreen qHTS for inhibitors of ROR gamma transcriptional activity. Drosophila S2 Gal4-VP16 UAS-luciferase, luminescence, 20 h. Potency, µM (series often up to 53.6 µM), inactives show at the top dose activity, negative = inhibition, most hits filed as inhibitors. 3.5% of 310,000 active;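 note: Gal4-VP16 expression switched on by copper sulfate through the metallothionein promoter; potency is the fitted concentration of half-maximal effect; % is set by controls: 0 for no effect and ±100 for the full control effect; nearly all actives have a fitted effect of over 50% in size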
RORgamma inh – qHTS for inhibitors of ROR gamma transcriptional activity. Nuclear receptor ROR-gamma (Mus musculus), P51450. Drosophila S2 Gal4-RORgamma UAS-luciferase reporter, 20 h. Potency, µM (doses to about 53.6 µM), inactives show top-dose activity change, negative = inhibition, most hits filed as inhibitors. 5.4% of 310,000 active; note: potency is the fitted concentration of half-maximal effect; % is set by controls: 0 for no effect and ±100 for the full control effect; nearly all actives have a fitted effect of over 60% in size
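Drosophila S2 cells stably expressing Gal4-DBD/mouse RORγ fusion under metallothionein promoter plus UAS-luciferase; compound 1 h, then 700 uM CuSO4 induction for 20 h at ambient temperature; inhibition read as reduced luminescence.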
p53 reactivator – qHTS assay for re-activators of p53 using a Luc reporter; H1299 p53-A138V BP100-luciferase reporter, luminescence, 24 h; AID 504706, 2011; 0.063% of 320,000 active; Potency, µM (series often up to 92.2 µM), for the others: at the top dose activity change, positive = activation, most hits filed as activators; note: potency is the fitted concentration of half-maximal effect; % of control where 0% means no effect; nearly all actives have a fitted effect of over 45% in size
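H1299 (p53-null), stable ts p53-A138V + BP100-Luc; 1000 cells/well, Opti-MEM/10% FBS; cpd 4 pt, 1:5; 24 h, 37 deg C, 5% CO2; detection reagent 10 min RT; luminescence.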
ELG1 DNA repair – qHTS screen for small molecules that inhibit ELG1-dependent DNA repair in human embryonic kidney (HEK293T) cells expressing luciferase-tagged ELG1 | HEK293T ELG1-luciferase reporter, luminescence, 16 h; DNA damage induced by 5-fluorouridine | Potency, µM (series often up to 46.1 µM), for inactives: at the highest dose activity change, negative = inhibition, actives largely listed as inhibitors | 2.3% of 330,000 active; note: potency is the fitted concentration of half-maximal effect; % is set by controls: 0 for no effect and ±100 for the full control effect; nearly all actives have a fitted effect of over 55% in size
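Reporter activity after DNA damage by 5-fluorouridine is monitored. Compound-treated cells incubate 16 hr at 37 °C, then ONE-Glo is added for 30 min before luminescence reading.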
NPC1 prom act – qHTS Assay for NPC1 Promoter Activators; 2.4% of 320,000 active; Huh7 NPC1 promoter luciferase reporter, 24 h; AID 485313, 2010; Potency, µM (titrated, usually from 9.22 µM), inactives show at the highest dose activation, most hits filed as activators;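 note: potency is the fitted concentration of half-maximal effect; % of control where 0% means no effect; nearly all actives have a fitted effect of over 60% in size; reporter is driven by a mutant NPC1 promoter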
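NPC1 promoter–luciferase Huh7 cells; 24 h compound; luminescence.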
ELG1 genotoxic – qHTS screen for small molecules that induce genotoxicity in human embryonic kidney (HEK293T) cells expressing luciferase-tagged ELG1; HEK293T ELG1-luciferase reporter, luminescence, 16 h; Potency, µM (doses to about 46 µM), for the others: at the highest dose activity change, positive = activation, most hits filed as activators; 1.3% of 330,000 active; note: potency is the fitted concentration of half-maximal effect; % of control where 0% means no effect; nearly all actives have a fitted effect of over 60% in size
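Genotoxicity was scored as increased ELG1-luciferase reporter signal, measured by ONE-Glo luminescence (30 min, room temperature). Compound or vehicle exposure of the HEK293T reporter cells lasted 16 hr at 37°C.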
Tb PFK inh – qHTS Assay to Find Inhibitors of T. brucei phosphofructokinase; ATP-dependent 6-phosphofructokinase (Trypanosoma brucei brucei), O15648; T. brucei PFK, ADP-Glo luminescence; Potency, µM (doses to about 57.5 µM), for the others: at the top dose activity, negative = inhibition, actives largely listed as inhibitors; 0.17% of 330,000 active; AID 485367, 2010;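 note: potency is the fitted concentration of half-maximal effect; 0% = uninhibited 1x PFK enzyme wells and -100% = no-enzyme wells; nearly all actives have a fitted effect of over 60% in size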
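Compounds were pin-transferred as a titration series up to 57 uM into substrate buffer (0.5 mM F6P, 0.1 mM ATP, pH 8.0), then 1.25 nM PFK was added and reactions ran 45 min before ADP-Glo detection.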
BRCA1 expr up – qHTS Assay to Identify Small Molecule Activators of BRCA1 Expression; MCF7-BRCA1-FFLuc reporter, luminescence, 48 h; response scale: scaled: vehicle 0%, 10 µM genistein 100%; Potency, µM (series often up to 46.1 µM), without a hit: at the top dose activation, hits mostly activators; 1.1% of 380,000 active; AID 624202, 2012; note: potency is the fitted concentration of half-maximal effect; nearly all actives have a fitted effect of over 80% in size; some results filed as inactive show a strong effect at the top dose
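MCF7-BRCA1-FFLuc, 2000 cells/well; 2 h attach, 37 °C/5% CO2; compound 48 h; luciferase substrate 15 min; luminescence end-point. Norm. to genistein 10 microM max activation and DMSO; concentration-response curves fitted.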
Rab9 promoter act – qHTS Assay for Rab9 Promoter Activators. Potency, µM (titrated, usually from 9.22 µM), without a hit: at the top dose activation, negative = inhibition, hits mostly activators. Huh7 Rab9 promoter-luciferase reporter, luminescence, 24 h. 2.8% of 320,000 active; note: potency is the fitted concentration of half-maximal effect; % of control where 0% means no effect; nearly all actives have a fitted effect of over 60% in size
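Cell-based reporter: Huh7 stable for Rab9 promoter-driven luciferase, plated in reduced-serum medium with 10% FBS at 1500 cells/well, compound-treated 24 h at 37 °C, luminescence read after 10 min reagent.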
* marks the source's active call; other numbers are inactive results; & = joins results of further samples; [ ] = remark or other dose. Unless noted, calls come from the whole dose curve; as a rule, active = well fitted curve in the direction sought with a large enough effect; inconclusive = small, poorly fitted or top-dose-only effect, or another doubt; inactive = no such curve, though single readings can be large; an effect the other way counts as inactive or inconclusive.

Results for COc1ccc(C(=O)c2c3ccc(C(F)(F)F)cc3[n+]([O-])n2CCCN)cc1 ?
FLuc modulator: -2%; TRPV1 ag: 5; p53 reactivator: 12%; ELG1 DNA repair: inconclusive; NPC1 prom act: 8%; ELG1 genotoxic: 2%; Tb PFK inh: -19%; BRCA1 expr up: -48%; Rab9 promoter act: 10%

Results for COCCCNC(=O)CCCn1c(=O)c2ccccc2n(CC(=O)Nc2c(C)cccc2C)c1=O ?
FLuc modulator: 3%; TRPV1 ag: 0; RORgamma inh: -21%[0.365 µM]; p53 reactivator: 6%; ELG1 DNA repair: -9%; NPC1 prom act: -1%; ELG1 genotoxic: -7%; Tb PFK inh: -4%; BRCA1 expr up: -18%; Rab9 promoter act: 1%

What do the screens show for `Cc1cccc(NC(=O)c2onc3c2CCCC3)n1`?
FLuc modulator: 0.76µM*; TRPV1 ag: 14; Gal4-VP16 FLuc: 5.6µM*; RORgamma inh: 2µM*; p53 reactivator: inconclusive; ELG1 DNA repair: inconclusive; NPC1 prom act: 0.5µM*; ELG1 genotoxic: 0.92µM*; Tb PFK inh: -25%; BRCA1 expr up: -76%[inhibitor]; Rab9 promoter act: 0.4µM*

Results for CCOc1ccc(CCN2C(=O)c3cccnc3C2=O)cc1OCC ?
FLuc modulator: -1%; TRPV1 ag: 5; Gal4-VP16 FLuc: -6%; RORgamma inh: -6%; p53 reactivator: 3%; ELG1 DNA repair: -5%; NPC1 prom act: -4%; ELG1 genotoxic: 0%; Tb PFK inh: -1%; BRCA1 expr up: 7%; Rab9 promoter act: 10%

How did Cc1csc(=O)n1CC(=O)OCC(=O)Nc1ccc(Cl)cc1F do in these assays?
FLuc modulator: 2%; TRPV1 ag: 0; p53 reactivator: 1%; ELG1 DNA repair: 9%; NPC1 prom act: 0%; ELG1 genotoxic: -3%; Tb PFK inh: -9%; BRCA1 expr up: 4%; Rab9 promoter act: -1%

How did CCCCC(=O)NNC(=S)NC(=O)CCC do in these assays?
FLuc modulator: -2%; TRPV1 ag: -1; Gal4-VP16 FLuc: inconclusive; RORgamma inh: 10µM*; p53 reactivator: inconclusive; ELG1 DNA repair: inconclusive; NPC1 prom act: -1%; ELG1 genotoxic: 9%; Tb PFK inh: -17%; BRCA1 expr up: -28%; Rab9 promoter act: 0%

Results for Cc1ccc2c(NC(=O)c3ccco3)cccc2n1 ?
FLuc modulator: -6%; TRPV1 ag: 2; ELG1 DNA repair: 13%; NPC1 prom act: 4%; ELG1 genotoxic: 6%; Tb PFK inh: 2%; BRCA1 expr up: -2%; Rab9 promoter act: -1%

What do the screens show for `CCC(C)Sc1ccc([C@H]2N[C@@](C)(C(=O)OC)[C@H]3C(=O)N(CC)C(=O)[C@@H]23)cc1OC` (some centres not stated)?
p53 reactivator: 4%; ELG1 DNA repair: 0%; ELG1 genotoxic: 0%; Tb PFK inh: -1%; BRCA1 expr up: 5%

What do the screens show for `Cc1ccc(NC(=O)C2CCCN2C(=O)Oc2ccccc2)cc1C` (configuration not stated)?
FLuc modulator: 1%; TRPV1 ag: 5; Gal4-VP16 FLuc: 4%; RORgamma inh: 1%; p53 reactivator: 0%; ELG1 DNA repair: 26%; NPC1 prom act: -1%; ELG1 genotoxic: -1%; Tb PFK inh: 0%; BRCA1 expr up: -2%; Rab9 promoter act: 1%

How did Cc1ccc(S(=O)(=O)N(C)CCCC(=O)Nc2ccncc2)cc1 do in these assays?
FLuc modulator: 5%; TRPV1 ag: inconclusive; Gal4-VP16 FLuc: inconclusive; RORgamma inh: 24%; p53 reactivator: -1%; ELG1 DNA repair: 5.8µM*; NPC1 prom act: -1%; ELG1 genotoxic: -18%; Tb PFK inh: 2%; BRCA1 expr up: 0%; Rab9 promoter act: -7%

How did Cc1ccc(NC(=O)Nc2ccc(F)cc2)cc1Cl do in these assays?
FLuc modulator: 2.7µM*; TRPV1 ag: 0; Gal4-VP16 FLuc: -2%; RORgamma inh: 37%; p53 reactivator: 13%; ELG1 DNA repair: inconclusive; NPC1 prom act: inconclusive; ELG1 genotoxic: 12%; Tb PFK inh: -5%; BRCA1 expr up: 2.8µM*; Rab9 promoter act: inconclusive

Results for Cc1nc2ccccc2nc1OCC(=O)NCc1ccc2c(c1)OCO2 ?
FLuc modulator: -3%; TRPV1 ag: 0; Gal4-VP16 FLuc: -13%; RORgamma inh: 1%; p53 reactivator: 1%; ELG1 DNA repair: 0%; NPC1 prom act: inconclusive; ELG1 genotoxic: 0%; Tb PFK inh: -4%; BRCA1 expr up: 21%; Rab9 promoter act: 21%

What do the screens show for `COc1ccc(NC(=O)CC2(CC(=O)N3CCOCC3)CCCC2)cc1Cl`?
FLuc modulator: 1%; TRPV1 ag: 20; p53 reactivator: -1%; ELG1 DNA repair: 20%; NPC1 prom act: 2%; ELG1 genotoxic: 5%; Tb PFK inh: -3%; BRCA1 expr up: -17%; Rab9 promoter act: 3%

How did CC(C)(C)[C@H](N)C(=O)N[C@H]1CCC2C3CC=C4C[C@@H](O)CC[C@]4(C)C3CC[C@@]21C (some centres not stated) do in these assays?
p53 reactivator: -4%; ELG1 DNA repair: inconclusive; ELG1 genotoxic: -2%; Tb PFK inh: inconclusive; BRCA1 expr up: -85%[inhibitor]

How did CC1CCC(C(C)C)C(OC(=O)Cn2c(-c3ccccc3)[n+](C)c3ccccc32)C1 (configuration not stated) do in these assays?
FLuc modulator: 2%&7%; TRPV1 ag: -1&1; Gal4-VP16 FLuc: 6.3µM*; RORgamma inh: inconclusive; p53 reactivator: -17%&-42%; ELG1 DNA repair: 6.5µM*; NPC1 prom act: -38%&-31%[inhibitor]; ELG1 genotoxic: -11%&-12%; Tb PFK inh: -2%&-5%; BRCA1 expr up: -86%&-90%; Rab9 promoter act: -56%&-30%[inhibitor]

Results for CCCCN(C(=O)C1CSC2(C)CCC(=O)N12)c1c(N)n(CC(C)C)c(=O)[nH]c1=O (configuration not stated) ?
FLuc modulator: -1%; TRPV1 ag: -1; p53 reactivator: 3%; ELG1 DNA repair: 16%; NPC1 prom act: -1%; ELG1 genotoxic: 1%; Tb PFK inh: -1%; BRCA1 expr up: -3%; Rab9 promoter act: -1%

How did C1CCC2(CC1)C1=C(CCCC1)Nc1nnnn12 do in these assays?
FLuc modulator: 3%; TRPV1 ag: -2; Gal4-VP16 FLuc: -7%; RORgamma inh: -6%; p53 reactivator: -1%; ELG1 DNA repair: -20%; NPC1 prom act: -3%; ELG1 genotoxic: 2%; Tb PFK inh: -5%; BRCA1 expr up: 5%[1.84 µM]; Rab9 promoter act: 2%

What do the screens show for `CC(=O)NC(NC(C)=O)c1ccc(N(C)C)cc1`?
FLuc modulator: 4%; TRPV1 ag: -1; Gal4-VP16 FLuc: 2%; RORgamma inh: -14%; p53 reactivator: -5%; ELG1 DNA repair: inconclusive; NPC1 prom act: -2%; ELG1 genotoxic: 2%; Tb PFK inh: -1%; BRCA1 expr up: 5%; Rab9 promoter act: -2%

Results for Cc1c(C(=O)NCc2c(F)cc(F)cc2F)oc2ccc(S(=O)(=O)N3CCOCC3)cc12 ?
FLuc modulator: -2%; TRPV1 ag: 24; Gal4-VP16 FLuc: -4%; RORgamma inh: -1%; p53 reactivator: -2%; ELG1 DNA repair: 29µM*; NPC1 prom act: -4%; ELG1 genotoxic: -17%; Tb PFK inh: -4%; BRCA1 expr up: -25%; Rab9 promoter act: 2%

How did COc1ccc(C(=O)O)cc1S(=O)(=O)Nc1cccc(C)c1 do in these assays?
FLuc modulator: 0%; TRPV1 ag: 6; Gal4-VP16 FLuc: -1%; RORgamma inh: 6%; p53 reactivator: 13%; ELG1 DNA repair: 9%; NPC1 prom act: -1%; ELG1 genotoxic: -6%; Tb PFK inh: -12%; BRCA1 expr up: 0%; Rab9 promoter act: -5%

How did CCOC(=O)c1cnc(SCC(=O)c2ccc3c(c2)OCCO3)nc1N do in these assays?
FLuc modulator: 21µM*; TRPV1 ag: 3; Gal4-VP16 FLuc: 9%; RORgamma inh: 19%; p53 reactivator: 21%; ELG1 DNA repair: 16%; NPC1 prom act: 0%; ELG1 genotoxic: 4%; Tb PFK inh: -3%; BRCA1 expr up: 63%; Rab9 promoter act: inconclusive

Compounds were not picked by outcome (roughly 15% active in at least one column).
